TNAP pNPP inh: human TNAP enzyme inhibitors, primary screen, biochemical, colorimetric, p-nitrophenol readout | Alkaline phosphatase, tissue-nonspecific isozyme (Homo sapiens), P05186 | purified TNAP, pNPP hydrolysis, absorbance 405 nm | inhibition, % at 20 µM | 21,000 tested, under 10 active | AID 615, 2007;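 also: 0% = DMSO only wells and 100% = 1 mM levamisole wells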
Target sequence (P05186 whole entry, looked up): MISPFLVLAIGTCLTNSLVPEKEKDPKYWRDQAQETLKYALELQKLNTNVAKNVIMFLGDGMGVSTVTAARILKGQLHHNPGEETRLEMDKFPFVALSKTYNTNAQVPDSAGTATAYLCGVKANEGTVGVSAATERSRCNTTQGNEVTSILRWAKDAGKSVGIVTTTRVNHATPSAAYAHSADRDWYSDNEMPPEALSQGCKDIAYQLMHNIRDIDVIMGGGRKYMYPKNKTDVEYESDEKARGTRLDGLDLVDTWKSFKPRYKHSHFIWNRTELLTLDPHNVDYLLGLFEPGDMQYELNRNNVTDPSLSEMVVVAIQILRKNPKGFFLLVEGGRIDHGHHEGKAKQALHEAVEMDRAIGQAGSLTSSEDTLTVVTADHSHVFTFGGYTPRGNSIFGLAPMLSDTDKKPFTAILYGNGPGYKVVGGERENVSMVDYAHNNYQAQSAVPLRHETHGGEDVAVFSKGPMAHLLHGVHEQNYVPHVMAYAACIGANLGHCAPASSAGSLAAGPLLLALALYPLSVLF
TNAP Pi inh: human TNAP enzyme inhibitors, primary screen, biochemical, colorimetric, phosphate release readout | Alkaline phosphatase, tissue-nonspecific isozyme (Homo sapiens), P05186 | purified TNAP, pNPP, malachite green phosphate absorbance | inhibition, % at 20 µM | 21,000 tested, under 10 active
* marks the source's active call; other numbers are inactive results.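 The calls were made as follows: active = inhibition above 50% at the 20 µM single-dose screen; inactive = the rest.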

The opening 7 entries, to show the layout:
SMILES	TNAP pNPP inh	TNAP Pi inh
OCCN1CCN(CCCN2c3ccccc3Sc3ccc(C(F)(F)F)cc32)CC1	3	7
CN(CC(=O)NCCCN1CCOCC1)S(=O)(=O)c1ccc(Br)cc1	3	17
O=S(=O)(N1CCCCC1)n1nnc2ccccc21	1	0
CC(=O)OCC(OC(C)=O)C(OC(C)=O)C(OC(C)=O)C(=O)Nc1ccc(C)cc1C (centres undefined)	-1	10
O=C(/C=C/c1ccccc1)c1ccccc1	-5	-1
Clc1ccc(CN2C3=NCCN3c3ccccc32)cc1	-14	-2
O=C(Nc1ccccc1)OCCOc1ccccc1	2	4

Main list, previewed entries included:
SMILES	TNAP pNPP inh	TNAP Pi inh
OCCN1CCN(CCCN2c3ccccc3Sc3ccc(C(F)(F)F)cc32)CC1	3	7
CN(CC(=O)NCCCN1CCOCC1)S(=O)(=O)c1ccc(Br)cc1	3	17
O=S(=O)(N1CCCCC1)n1nnc2ccccc21	1	0
CC(=O)OCC(OC(C)=O)C(OC(C)=O)C(OC(C)=O)C(=O)Nc1ccc(C)cc1C (centres undefined)	-1	10
O=C(/C=C/c1ccccc1)c1ccccc1	-5	-1
Clc1ccc(CN2C3=NCCN3c3ccccc32)cc1	-14	-2
O=C(Nc1ccccc1)OCCOc1ccccc1	2	4
Cc1ccc(S(=O)(=O)/C(C#N)=C/c2c(N3CCN(C)CC3)nc3c(C)cccn3c2=O)cc1	4	11
CN(Cc1cccc(F)c1)C(=O)c1ccc(S(=O)(=O)C(F)F)cc1	3	11
CCCCCCn1c(=O)c(-c2nc3ccccc3c(=O)[nH]2)c(O)c2ccccc21	-4	-9
Cc1ccc(C(C(=O)NCc2ccco2)N(C(=O)Cn2nnc3ccccc32)c2ccccc2)o1 (centres undefined)	6	10
COc1ccc(-c2nnc(SC(C)C(=O)Nc3cccc(Cl)c3)o2)cc1 (centres undefined)	2	9

4 compounds out of the list, ordered by length of the SMILES, highest first:
SMILES	TNAP pNPP inh	TNAP Pi inh
Cc1ccc(S(=O)(=O)/C(C#N)=C/c2c(N3CCN(C)CC3)nc3c(C)cccn3c2=O)cc1	4	11
CC(=O)OCC(OC(C)=O)C(OC(C)=O)C(OC(C)=O)C(=O)Nc1ccc(C)cc1C (centres undefined)	-1	10
CN(Cc1cccc(F)c1)C(=O)c1ccc(S(=O)(=O)C(F)F)cc1	3	11
O=S(=O)(N1CCCCC1)n1nnc2ccccc21	1	0

The listing continues:
SMILES	TNAP pNPP inh	TNAP Pi inh
COCCCNS(=O)(=O)c1ccccc1	5	12
CC1(C)CC(=O)C2=C(C1)NC(Nc1nc3ccccc3o1)=NC21CCCCC1	-2	7
COc1cc(C)c(S(=O)(=O)N2CCOCC2)cc1C(C)C	-9	-13
c1cncc(-c2nc(N3CCCCCC3)c3ccccc3n2)c1	5	11
CCCOc1ccc(N2C(=O)CC(N3CCN(C(=O)c4ccco4)CC3)C2=O)cc1 (centres undefined)	1	-18
COC(=O)[C@H](C)NC(=O)NC1CCCc2ccccc21 (some centres undefined)	4	10
Nc1nnc(SCC(=O)Nc2ccc(F)c(Cl)c2)n1-c1ccccc1	4	0
O=C(NCC(=O)N(Cc1ccco1)C(C(=O)NC1CCCCC1)c1cccnc1)c1ccco1 (centres undefined)	-3	0
Cc1ccccc1-n1nc(C)c2cc(C(=O)N3CCOCC3)sc21	6	8
O=C1CCCC2=C1C1(CCCCC1)N=C(Nc1nc3ccccc3s1)N2	-1	-10
Cc1ccc(S(=O)(=O)N2CCN(C(=O)CCC(=O)OCC(=O)Nc3cccc(C#N)c3)CC2)cc1	-6	0
O=c1c(C/C=C/c2ccccc2)c(O)nc2n1CCCS2	-5	2

3 entries from above, arranged by the value under TNAP Pi inh, descending.
structure	TNAP Pi inh
c1cncc(-c2nc(N3CCCCCC3)c3ccccc3n2)c1	11
COC(=O)[C@H](C)NC(=O)NC1CCCc2ccccc21 (some centres undefined)	10
O=c1c(C/C=C/c2ccccc2)c(O)nc2n1CCCS2	2

Whole records, looked up by structure. Screens in order: TNAP pNPP inh	TNAP Pi inh
Cc1ccc(S(=O)(=O)N2CCN(C(=O)CCC(=O)OCC(=O)Nc3cccc(C#N)c3)CC2)cc1 reads -6	0
OCCN1CCN(CCCN2c3ccccc3Sc3ccc(C(F)(F)F)cc32)CC1 reads 3	7
O=S(=O)(N1CCCCC1)n1nnc2ccccc21 reads 1	0
O=C(Nc1ccccc1)OCCOc1ccccc1 reads 2	4
Cc1ccc(C(C(=O)NCc2ccco2)N(C(=O)Cn2nnc3ccccc32)c2ccccc2)o1 (centres undefined) reads 6	10

Continuation:
SMILES	TNAP pNPP inh	TNAP Pi inh
CCOC(=O)C(C(=O)OCC)C1N=C(N)N=C2Oc3ccccc3N21 (centres undefined)	-2	4
CCC(=O)NCCCCNC(=O)CC	3	11
COc1ccc(CCC(=O)N2c3ccccc3CC2C)cc1 (centres undefined)	-4	0
CC(=O)[C@@]1(O)CC[C@H]2[C@@H]3CCC4=CC(=O)CC[C@]4(C)[C@H]3[C@@H](O)C[C@@]21C	4	8
CCCCn1c2c(c(=N)c3c1CCC3)CCC2	1	3
CCOc1ccc(-c2nn3c(-c4ccc(F)cc4)nnc3s2)cc1	1	8
c1coc(-c2nnc3sc(C4CCCCC4)nn23)c1	8	11
O=C(CCC(=O)N1CCN(C2CCCC2)CC1)Nc1nnc(C(F)(F)F)s1	4	8
Cc1nc(Cl)sc1C(=O)O	-3	2
O=C(Nc1nccs1)c1cc(S(=O)(=O)N2CCCCC2)ccc1Cl	-4	-34
CCOC(=O)N1CC=C2C(C#N)=C(N)C(C#N)(C#N)[C@H](c3ccc(OCC)c(OCC)c3)[C@H]2C1	2	-2
CC(=O)c1cccc(S(=O)(=O)N(Cc2cc3cc4c(cc3[nH]c2=O)OCCO4)CC2CCCO2)c1 (centres undefined)	5	-10
Cc1nn2c(-c3ccccc3)nnc2c2ccccc12	0	0
O=C1CC(N2CCN(C3CC(=O)N(CCc4ccccc4)C3=O)CC2)C(=O)N1CCc1ccccc1 (centres undefined)	5	-13
Cn1c(SCC(=O)c2ccc(F)cc2)nnc1-c1ccccc1N	0	0
CCc1ccc(N2CC(C(=O)NC3=NCCS3)CC2=O)cc1 (centres undefined)	12	-4
CCOC(=O)c1sc(NC(=O)CSc2nnnn2-c2ccc(C)c(C)c2)nc1C	0	5
C=CCOC(=O)C(C#N)c1nc2ccccc2nc1N1CCC(C(=O)OCC)CC1 (centres undefined)	6	-5
CCN1C(=O)CC(N2CCC(Nc3ccc(OC)cc3)CC2)C1=O (centres undefined)	7	7
O=C(COC(=O)C1(c2ccc(F)cc2)CCCC1)N1CCN(C(=O)c2ccco2)CC1	0	6
Cc1ccc(C2CC(=O)Nc3cc4c(cc32)OCCO4)s1 (centres undefined)	-1	3
O=C(NCc1ccco1)C(c1ccccc1F)N(Cc1cccnc1)C(=O)Cn1nnc2ccccc21 (centres undefined)	3	9
CC1(C)Cc2c(sc3nc4n(c(=N)c23)CCCCC4)CO1	4	-27
CN=C(NC)SC1CC(=O)N(c2ccccc2)C1=O (centres undefined)	3	5
Cc1c(C(=O)O)c(=S)sn1CCOc1ccccc1	0	0
C=CCc1ccccc1OCC(O)CNC (centres undefined)	9	11
CCOC(=O)C1=C(C)NC(=O)NC1c1c(OCC(=O)N2CCCCC2)ccc2ccccc12 (centres undefined)	6	-3
N#C/C(C(=O)NCc1ccccc1)=C1\SC(CCO)C(=O)N1c1ccccc1 (centres undefined)	0	0
COc1cc2c3c(c1)C1(C(=O)N3C(C)(C)C=C2C)C(C#N)=C(N)Oc2cc(C)oc(=O)c21 (centres undefined)	6	5
CC1(C)CC(NC(=O)c2ccccc2Cl)CC(C)(C)N1	0	0
COc1ccccc1NC(=O)CSc1nnc(COc2ccc(Cl)cc2)n1Cc1ccco1	3	10
Cc1nnc2sc(-c3ccc(-c4ccc(Cl)c(C(F)(F)F)c4)o3)nn12	0	4
O=C(OCC#CCSc1nnc(-c2ccccc2)o1)c1cccs1	4	7
CC1CC(c2ccccc2)n2nc(NC(=O)CCc3ccccc3)nc2N1 (centres undefined)	6	7
CCC(C)(C)n1nnnc1CN(Cc1ccc(Cl)cc1)Cc1ccco1	2	2
CC1(C)C2CCC1(C)C(OC(=O)CCn1ccnc1)C2 (centres undefined)	3	7
CNC(=O)C1CC(=O)N(Cc2ccccc2)C(=Nc2ccc(OC)cc2)S1 (centres undefined)	6	12
Cc1ccc(C)n1NC(=O)c1ccc(Cl)cc1Cl	0	8
Cc1cc(C)c(C#N)c(N2CCSCC2)n1	2	4
COc1ccc(CCN2C(=O)c3[nH]nc(-c4ccccc4O)c3C2c2cccc(O)c2)cc1OC (centres undefined)	2	4
Cc1ccc(Nc2nc(C(=O)NCCCN3CCOCC3)cs2)cc1	3	10
Cc1sc2ncnc(SCC(=O)N3CCCC3=O)c2c1C	2	-9
O=C(O)C1CCCCN1S(=O)(=O)c1cccc2nsnc12 (centres undefined)	-11	-10
CCCc1[nH]nc2c1C(c1ccc(OC)c(Cn3nnc4ccccc43)c1)C(C#N)=C(N)O2 (centres undefined)	5	11
COCc1cc(=O)n2[nH]c(-c3ccccc3)cc2n1	1	10
O=C(NCc1cccs1)C1CCCN1C(=O)NC1CCCCC1 (centres undefined)	-11	-1
COc1cccc(C(=O)Nc2cccc(OC(C)=O)c2)c1	0	0
O=C(Cn1nc(C(F)(F)F)c2c1CCCC2)NCc1ccco1	6	7
CCCOc1cccc(-c2nnc(N)s2)c1	5	2
c1ccc2c(N3CCCC3)nc(-c3ccncc3)nc2c1	3	12
O=S(=O)(NCc1ccccc1Br)c1cccs1	8	11
Nc1nnnn1/N=C/c1cccc(Oc2ccccc2)c1	2	-20
CCOC(=O)CN1C(=O)NC(C)(c2ccc(OC(F)F)cc2)C1=O (centres undefined)	1	8
O=C(Nc1cc(N2CCOCC2)ncn1)c1ccccc1	0	0
O=C(CN1CCC(c2nc3ccccc3[nH]2)CC1)Nc1ccc2c(c1)OCO2	6	12
CC(C)(C)C(=O)Nc1ccccc1C(=O)Nc1cccnc1	0	0
CCOC(=O)c1[nH]c2ccc(Br)cc2c1NC(=O)CCN1CCC(C(=O)OCC)CC1	1	4
c1ccc(-n2ncc3c(N4CCN(c5ccccn5)CC4)nc(N4CCOCC4)nc32)cc1	6	20
CN1CCCCc2c1[nH]c1ccccc1c2=O	2	6
O=C(Cn1cnc2ccccc21)NCc1ccccc1	4	11
Continued:
SMILES	TNAP pNPP inh	TNAP Pi inh
O=c1c(O)c(-c2ccc(O)cc2O)oc2cc(O)cc(O)c12	-5	5
CCOC(=O)COc1ccc(S(=O)(=O)NCc2cccnc2)cc1	4	-22
O=C1C2CC=C(Cl)CC2C(=O)N1CN(Cc1ccco1)CN1C(=O)C2CC=C(Cl)CC2C1=O (centres undefined)	2	8
Cc1cc(Cn2ccnc2)c(C)cc1Cn1ccnc1	5	10
CCOc1cccc(NC(=O)C2CC(=O)NC(=Nc3ccccc3)S2)c1 (centres undefined)	5	9
CC(=O)Nc1ccc(C(=O)NC2CCCC2)cc1	4	8
Cc1cccc(NC(=O)Nc2cccc(C)n2)n1	-1	9
CCOc1cccc(-c2nnc3sc(COc4ccc(Cl)cc4)nn23)c1	3	11
COc1ccc(NC(=O)c2ccco2)c(OC)c1	4	19
CN1CCN(C(c2ccc(F)cc2)c2nnnn2Cc2cccs2)CC1 (centres undefined)	5	12
Cn1c(SCc2ccccn2)nnc1-c1ccncc1	3	7
Clc1cc(Br)ccc1OCCn1ccnc1	5	11
C=CCN(CC(=O)NCc1ccc(OC)cc1)C(=O)c1csnn1	7	16
CCOc1ccc(C2=Nn3c(nnc3-c3ccccn3)SC2)cc1	-4	2
COc1ccc(C(=O)Nc2cccc3c2C(=O)NC3=O)cc1S(=O)(=O)N1CCOCC1	4	12
CCC(C)n1c(SC(C)C#N)nc2ccccc2c1=O (centres undefined)	-4	11
O=C(O)CCC(C(=O)O)n1c(O)c(C2=c3ccccc3=NC2=O)sc1=S (centres undefined)	-3	4
Cc1[nH]nc2c1C1(CCN(Cc3ccccc3)CC1)C(C#N)=C(N)O2	-4	-5
COc1cccc(-c2nc3ccc(O)cc3c(=O)o2)c1	7	11
Cc1cc(/C(O)=C2\C(=O)C(=O)N(CCN(C)C)C2c2ccncc2)ccc1OCc1ccccc1 (centres undefined)	7	13
NC(=O)C1CCN(S(=O)(=O)c2cccc(S(=O)(=O)N3CCCCC3)c2)CC1	3	7
Fc1ccccc1Cn1nnc2c(NCCc3ccccn3)ncnc21	1	6
CCOC(=O)COc1ccc(C(=O)NC2CCCCC2)cc1	-39	-50
Cc1ccc2c(c1)nnn2C1CCN(C(=O)c2cccs2)CC1	-8	2
CCCCNC(=O)c1ccccc1NS(=O)(=O)c1ccc2c(c1)OCCO2	6	21
Cc1cc(Cl)c(S(=O)(=O)NCCC(=O)O)cc1OCC(N)=O	8	-13
C=CCc1cccc(CNc2nc3ccccc3n2CC)c1O	8	9
O=C(Nc1ccccc1C(=O)Nc1ccccc1C(=O)NCc1ccco1)c1ccco1	2	11
Cc1csc(NC(=O)CSc2nsc(SCC(=O)Nc3nc(C)cs3)c2C#N)n1	6	9
CCn1c(=O)c(C(=O)NCc2cccnc2)c(O)c2ccccc21	2	6
O=C(O)C1C2C=CC(O2)C1C(=O)NCCC1=CCCCC1 (centres undefined)	-1	7
CCCCOC(=O)C1[C@H]2C(=O)N(CCc3ccccc3)C[C@]23C=C[C@H]1O3 (some centres undefined)	1	8
CCOC(=O)c1ccc(CSc2n[nH]c(C)n2)o1	-14	-2
O=C(Nc1ccc(-c2nc3ccccc3o2)cc1)C1CCCO1 (centres undefined)	1	0
Cc1cc(C)nc(NS(=O)(=O)c2ccc(-n3cccc3)cc2)n1	3	8
CCOC(=O)c1oc2cccc(OCC(O)CNC(C)C)c2c1C (centres undefined)	2	6

Bioassay records deposited in PubChem BioAssay by Sanford-Burnham Center for Chemical Genomics.

These rows are one share of the data; the hit share may differ from the screen's.
